High-throughput results from PubChem.
M1 antag = blocks human M1 muscarinic receptor. P11229. CHO-K1 hM1, Fluo-8 calcium fluorescence, ACh EC80 antagonist. inhibition, % at 3 µM. actives 1.3% (n = 360,000);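 active means percent inhibition above its own plate's cutoff, namely the mean of that plate's compound wells plus 3 SD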;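 further: peak over basal fluorescence ratio during 140 s after agonist addition; 0% = ACh EC80 plus DMSO and 100% = DMSO alone without agonist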
TAAR1 agonist = agonists of human TAAR1; actives 0.99% (n = 360,000); CHO RD-HGA16 TAAR1, Fluo-8 calcium fluorescence; vehicle wells 0%, saturating PEA agonist 100%; activation, % at 3 µM; Q96RJ0;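 active means activation above the mean activation of all test compounds in the run plus 3 SD, cut at about 38% in these data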
Target sequence (Q96RJ0 whole entry, looked up): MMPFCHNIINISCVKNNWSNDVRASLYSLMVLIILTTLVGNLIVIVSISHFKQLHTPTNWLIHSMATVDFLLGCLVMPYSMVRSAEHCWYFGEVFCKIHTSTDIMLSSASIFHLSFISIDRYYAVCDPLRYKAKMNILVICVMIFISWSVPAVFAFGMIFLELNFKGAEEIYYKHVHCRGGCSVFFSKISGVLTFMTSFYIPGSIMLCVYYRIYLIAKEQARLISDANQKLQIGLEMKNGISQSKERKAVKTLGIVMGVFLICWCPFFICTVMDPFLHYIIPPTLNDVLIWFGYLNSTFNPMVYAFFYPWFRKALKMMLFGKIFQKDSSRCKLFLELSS
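System: CHO-derived RD-HGA16 cells with stable Gα16 and human TAAR1 / Times: 17-24 h plating, Fluo-8 75 min 37 °C, 30 min RT / Technique: calcium-sensitive Fluo-8 signal, excitation 470-495, emission 515-575 nm / Measure: % activation relative to PEA EC100 response / Benchmarks: DMSO and PEA EC100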
M1 PAM parental = counter-screen for M1 PAMs: effect in parental CHO-K1 cells. ATP EC20, Fluo-8 calcium fluorescence; 0% at ATP EC20, 100% at ATP max. activation, % at 3 µM. AID 602247. actives 0.02% (n = 360,000);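 active means activation above the run cutoff, the mean activation of all test compounds plus 3 SD, cut at about 40% in these data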;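 further: peak over basal fluorescence ratio in a 140 s read after ATP addition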
CHO-K1 Ca ag = nonselective activator or artifact in parental CHO-K1 cells. actives 0.48% (n = 360,000). Fluo-8 calcium fluorescence; scaled to maximal ATP response, vehicle zero. activation, % at 3 µM. AID 602248; in the data active means activation above about 15%;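 further: untransfected CHO-K1 host cells lacking M1 receptor as counterscreen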
CHO parental Ca = counter-screen: ATP calcium response change in parental CHO cells. parental CHO-K1, ATP-induced calcium, Fluo-8 fluorescence. inhibition, % at 5.6 µM. actives 0.63% (n = 330,000). AID 463079;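 active means inhibition above that plate's mean sample inhibition plus 3 SD, cut at about 26% in these data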;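 further: 0% = ATP-challenged DMSO wells and 100% = DMSO wells without ATP; some compounds past the cut are filed as inactive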
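material = parental CHO cells | also added = ATP as calcium-mobilizing challenge | dosing = single point at 5.6 µM | detection = intracellular calcium via Fluo-8 no-wash fluorescent dye | read-out = % inhibition | benchmarks = low control ATP plus DMSO, high control DMSO only | repeats = one well per compound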
CHO-K1 Ca antag = counter-screen for M1 antagonists: effect in parental CHO-K1 cells | ATP-induced calcium, Fluo-8 fluorescence | inhibition, % at 3 µM | actives 0.6% (n = 360,000) | AID 602250;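 active means inhibition above a per-plate cutoff, the plate's mean sample inhibition plus 3 SD, cut at about 24% in these data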;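 further: 0% = DMSO plus EC80 ATP and 100% = DMSO alone without ATP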
CHRM1 agonist = activates human CHRM1 receptor; AID 588814; activation, % at 3 µM; actives 0.33% (n = 360,000); CHO-K1 hM1, Fluo-8 calcium fluorescence, agonist mode; 0% DMSO, 100% acetylcholine EC100;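 active means activation above the run's mean compound activation plus 3 SD, cut at about 16% in these data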;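 further: peak over basal fluorescence ratio within a 140 s kinetic read after compound addition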
OXTR potentiator = potentiates the human oxytocin receptor response | P30559 | CHO-OTR cells, Fluo-8 calcium fluorescence, potentiator mode; 0% = oxytocin EC15, 100% = EC100 | activation, % at 3 µM | actives 0.061% (n = 320,000);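 active means activation above that plate's cutoff, the mean activation of tested compounds plus 3 SD, cut at about 6.6% in these data, passing the limit was not always enough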;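 further: 100% uses oxytocin at 75 nM as the full agonist control; some results filed as inactive read as strong as hits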
Target sequence (P30559 whole entry, looked up): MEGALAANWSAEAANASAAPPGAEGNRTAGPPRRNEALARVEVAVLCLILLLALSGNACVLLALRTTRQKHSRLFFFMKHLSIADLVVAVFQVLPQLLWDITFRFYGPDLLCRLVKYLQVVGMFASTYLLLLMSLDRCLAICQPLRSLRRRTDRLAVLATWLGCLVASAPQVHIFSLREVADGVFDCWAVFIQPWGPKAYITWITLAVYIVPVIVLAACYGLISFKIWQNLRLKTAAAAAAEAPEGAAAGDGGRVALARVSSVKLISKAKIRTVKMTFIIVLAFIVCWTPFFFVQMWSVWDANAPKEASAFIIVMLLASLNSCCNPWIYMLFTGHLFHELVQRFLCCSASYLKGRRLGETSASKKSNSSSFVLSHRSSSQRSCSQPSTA
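Material: human OTR in CHO cells. Compound: 3.0 µM, one dose. Timing: compound 6 min at room temperature before oxytocin, 100 s read. Evaluation: % activation of max/min ratio relative to oxytocin controls. Replication: single well per compound, singlicate. Signal: Fluo-8 calcium dye fluorescence.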
TAAR1 antagonist = antagonists of human TAAR1. Q96RJ0. CHO RD-HGA16 TAAR1, Fluo-8 calcium fluorescence, antagonist. inhibition, % at 3 µM. actives 1.5% (n = 360,000). AID 624466;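 active means inhibition above a per-plate cutoff, the mean inhibition of test compounds on that plate plus 3 SD, cut at about 49% in these data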;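 further: 0% = DMSO plus EC80 beta-PEA response and 100% = DMSO alone without agonist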
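Test system – hTAAR1-expressing CHO RD-HGA16 cells, Gα16-coupled · Also added – β-PEA at EC80 concentration, post-compound challenge · Compound – 3 µM, single point · Incubation – dye loading 75 min at 37 °C, then 30 min room temperature · Measured by – Fluo-8 intracellular calcium dye fluorescence, real-time kinetic reads · Benchmarks – vehicle and agonist controls · Replicates – singlicate, one well per test compound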
Numbers without * were called inactive; / = no result given.

Sequence of screens: M1 antag	TAAR1 agonist	M1 PAM parental	CHO-K1 Ca ag	CHO parental Ca	CHO-K1 Ca antag	CHRM1 agonist	OXTR potentiator	TAAR1 antagonist
COc1ccc(S(N)(=O)=O)cc1C(=O)NCC(C)(C)N1CCCCC1
  -12	4	-26	-0.3	0	-7	-3	-12	-9
COc1ccc(Cc2nnc(NS(=O)(=O)c3ccc([N+](=O)[O-])cc3)s2)cc1
  14	3	-29	0.1	-9	7	-4	-6	-11
O=[N+]([O-])c1cccc(-c2nnc3ccc4ccccc4n23)c1
  -14	0	15	-0.2	-11	2	-6	-4	-13
N#C/C(=C\c1c[nH]c2ccccc12)C(N)=O
  -4	5	-10	0.8	2	-2	2	-11	14
COc1ccccc1CN(C)CC(=O)Nc1cccc(S(=O)(=O)N2CCCCC2)c1
  -1	3	2	8.8	/	2	-3	/	8
COC(=O)Cc1c(O)ccn(CCc2c[nH]c3ccccc23)c1=O
  6	-1	5	1.5	-13	-3	-3	-7	10
CC1CCN(S(=O)(=O)c2cccc(C(=O)Oc3ccc([N+](=O)[O-])cc3)c2)CC1
  -9	0	19	0.0	-5	15	4	-3	-6
NC(=O)C1CCCN(C(=O)c2ccc(S(=O)(=O)N3CCCCCC3)cc2)C1 (stereo not given)
  -8	4	23	0.6	-3	0	-2	-1	-4
COc1ccccc1C(=O)Nc1ccc(N2CCN(S(C)(=O)=O)CC2)cc1
  -5	6	3	1.4	-5	0	-3	-4	6
Cc1ccc(S(=O)(=O)N2[C@@H](c3ccc(Br)cc3)C(C(=O)O)=CC[C@H]2c2ccc(Cl)c(Cl)c2)cc1
  9	3	-9	-0.4	-3	3	-4	-6	-6
Cc1ccc(C(=O)N/C(=C\c2ccccc2)C(=O)NCCN2CCOCC2)cc1
  -16	-1	24	0.6	-5	-18	-2	-2	6
O=C(CN1C(=O)/C(=C/c2ccccc2F)Sc2ccccc21)NCCCN1CCOCC1
  -7	1	3	1.9	-23	1	-2	-3	8
Cc1cc(C)nc(NC(N)=NCCc2ccccc2)n1
  -14	3	14	1.0	/	-12	-8	/	3
O=[N+]([O-])c1ccc(Nc2nc(N/N=C/c3cccc(F)c3)nc(N3CCCC3)n2)cc1
  12	3	10	1.6	-41	-1	-7	-5	28
Clc1ccc2nc(-c3ccco3)c(Cc3ccsc3)n2c1
  -22	3	-5	-0.3	/	6	9	/	-33
O=C(c1ccncc1)c1nccn1-c1ccccn1
  8	16	-4	0.3	-2	-22	-2	-3	-2
O=C(OCC(=O)N1CCN(C(=O)c2ccco2)CC1)c1sc2cc(F)ccc2c1Cl
  -34	4	25	0.5	-16	-8	-1	-10	-6
CC(CN1CCCCC1)OC(=O)CCc1ccccc1 (stereo not given)
  2	5	16	0.0	-8	-3	-12	-7	3
CC1(C)NC(=O)N(CC(O)CN(Cc2ccccc2)Cc2ccccc2)C1=O (stereo not given)
  3	8	5	0.6	-17	-2	-3	-4	-5
CCc1cccc(N(C(=O)c2csnn2)C(C(=O)NC2CCCCC2)c2cccnc2)c1 (stereo not given)
  -5	9	5	0.5	-4	1	-5	-2	-2
COc1ccc(NC(=O)C(C)N(C)Cc2ccc3ccccc3c2)cc1 (stereo not given)
  -4	-2	-4	1.5	-33	-2	-6	-10	-4
CC1(C)OC(=O)C2=C(C[C@@H](CCc3ccccc3)O[C@@H]2c2ccc(Cl)cc2)O1
  /	1	12	0.2	/	-9	/	/	-15
O=S(=O)(NC1CC1)c1ccc(S(=O)(=O)N2CCN3CCCC3C2)cc1 (stereo not given)
  -2	15	18	1.1	-6	-24	-10	2	-8
COc1ccccc1/C=N/n1nnnc1N
  -16	5	9	0.7	/	-22	-4	/	-15
CCc1cc(=O)oc2cc(C)cc(OCC(=O)NCCN3CCOCC3)c12
  -18	2	-2	0.3	-8	-1	-3	0	-20
O=C(CSc1nc2ccccc2c(=O)n1CCCN1CCOCC1)N1CCN(c2ccccc2)CC1
  -7	1	-5	1.6	2	1	-1	-15	-11
O=C(NCCN1C(=O)S/C(=C\c2ccc(Cl)c([N+](=O)[O-])c2)C1=O)C1=COCCO1
  0	11	3	13	-3	-8	4	-14	27
COC(=O)[C@@]1(Cc2ccccc2)[C@H]2C(=O)N(Cc3ccccc3)C(=O)[C@H]2[C@H]2CN=C(SCc3ccc(Cl)cc3)N21
  -5	2	6	1.0	-15	-8	-2	/	-22
O=C(O)c1ccccc1-c1ccccc1C(=O)Nc1ccccc1
  -16	6	16	0.4	-5	2	-3	-3	-8
O=C1CCN(Cc2ccc(Cl)cc2)N1
  25	0	7	6.8	0	1	-5	-9	-10
COc1c2c(c(CCC(=O)O)c3c1C=CC(C)(C)O3)OC(C)(C)C=C2
  -4	-1	-6	0.1	/	1	-6	/	-1
Cc1ccc(C)c(CN2C(=O)C3(OCCCO3)c3ccccc32)c1
  -11	12	19	0.1	-34	-10	-6	0	-7
O=C(CCc1nc(-c2ccc(Cl)cc2)no1)NCC1CCCO1 (stereo not given)
  24	0	16	8.6	-4	-5	-2	3	-21
Cc1ccc(C)c(C(=O)CCC(=O)NNC(=O)Cn2nc(C)cc2C)c1
  20	2	7	0.8	-7	0	-2	-2	23
O=C(O)CC/C(=N\NC(=O)c1ccc(F)cc1)c1ccc(Br)cc1
  -10	4	1	0.2	-4	0	-3	0	3
CC(C)Cn1cc(F)c(=O)n(CC(C)C)c1=O
  -1	7	-9	-0.1	-8	3	-4	2	-2
COc1ccc(S(=O)(=O)N2CCOC2CNC(=O)C(=O)NCc2ccccc2Cl)cc1 (stereo not given)
  -3	2	-18	0.8	-6	-3	-3	-12	-19
Cc1ccc(N2C(=O)C3CCC(C)(C2=O)C3(C)C)cc1 (stereo not given)
  16	1	13	5.5	-15	-12	-3	-2	11
CCN(CCO)c1nc(NCc2ccccc2)c2cnn(C)c2n1
  6	4	-22	0.8	-17	-5	1	-12	1
CC(C)(C)[C@H]1COC(=O)CC/C=C\C[C@@H](CC(=O)N(CCO)Cc2ccccc2)C(=O)N1
  -8	2	9	0.0	-10	-8	-3	-4	-5
Cc1ccc(OCC(=O)N2N=C(c3cccnc3)CC2(O)C(F)(F)F)cc1C (stereo not given)
  -13	6	10	1.4	-7	-9	-1	-5	1
CCc1ccc(Nc2cnn(C34CC5CC(CC(CC(=O)O)(C5)C3)C4)c(=O)c2Cl)cc1
  8	4	2	-0.3	-9	-9	-5	-1	7
COc1ccc(-n2c(SC(C)C(=O)Nc3ccc(NC(C)=O)cc3)nc3ccccc3c2=O)cc1OC (stereo not given)
  -16	-1	2	0.2	-10	-12	-1	-5	1
CC(=O)Nc1c(F)cc(Br)cc1F
  -4	8	13	12	2	2	2	-10	-37
COc1ccc(C2=NS(=O)(=O)N(C)C(C(=O)NC(C)c3ccccc3)=C2)cc1OC (stereo not given)
  -5	2	8	2.5	-22	5	-3	-10	14
COc1cc(OC)cc(C(=O)Nc2nnc(NC(=S)Nc3ccccc3)s2)c1
  3	/	-8	-0.2	-10	15	2	-2	/
CCCCn1c(=O)n(CC(=O)Nc2ccc(C)c(Cl)c2)c(=O)c2c1ncn2Cc1ccco1
  -13	-3	14	0.2	-16	-8	-4	-10	3
Cn1c(C=O)c(C#CC(C)(C)O)c2ccccc21
  -6	-1	6	-0.8	-17	-10	-9	2	-10
CCOC(=O)C1CCCN(C(=O)c2cc3c(=O)n4ccccc4nc3s2)C1 (stereo not given)
  -29	0	7	0.2	-11	-6	2	-3	-15
Cc1cc(=O)oc(C)c1C(=O)N[C@@H]1CCCCNC1=O
  9	0	-2	0.0	8	6	-2	-10	-3
O=C1c2ccccc2C(=O)C12Cc1ccccc1N1CCN(c3ccccc3)CC12 (stereo not given)
  -9	4	-3	0.4	/	5	-6	/	10
CCCc1ccc(C(=O)CCC(=O)O)cc1
  5	9	18	2.5	1	-7	-3	-8	-6
CCCCN1Cc2cc(C(=O)c3cc(F)ccc3O)cnc2NC1=O
  2	82*	1	0.9	-3	-11	-7	-16	9
COc1ccc2c(c1OC)C(=O)N1c3ccccc3N=C(c3ccc([N+](=O)[O-])cc3)CC21 (stereo not given)
  -4	5	10	2.6	-11	-5	-7	2	4
O=C(NCCCn1ccnc1)c1nn2c(C(F)(F)F)cc(-c3ccccc3)nc2c1Cl
  -6	8	-5	-0.4	-25	4	-13	-7	-15
CCN1CCN(C(c2cccs2)C(C)NC(=O)CC(C)C)CC1 (stereo not given)
  0	6	7	0.3	-9	0	-8	-6	6
Cc1cc(C(=O)OCC(=O)N2CCCCCC2)ccc1[N+](=O)[O-]
  2	3	15	1.5	-4	-10	-3	-2	-5
O=C(Nc1ccc2nccnc2c1)c1ccco1
  0	2	17	0.0	-14	-8	-3	-2	-2
Cn1cnc2nc(Cl)nc(Cl)c21
  -22	1	22	0.8	/	-12	-2	/	-22
CCOc1ccc(-n2c(N)c(-c3nc4ccccc4n3C)c3nc4ccccc4nc32)cc1
  4	1	24	0.5	-9	-11	-5	-6	-2

An excerpt from above in order of their number in TAAR1 agonist, ascending.
canonical_smiles	TAAR1 agonist
CCOC(=O)C1CCCN(C(=O)c2cc3c(=O)n4ccccc4nc3s2)C1 (stereo not given)	0
Cn1cnc2nc(Cl)nc(Cl)c21	1
CCc1cc(=O)oc2cc(C)cc(OCC(=O)NCCN3CCOCC3)c12	2

Other results follow:
Sequence of screens: M1 antag	TAAR1 agonist	M1 PAM parental	CHO-K1 Ca ag	CHO parental Ca	CHO-K1 Ca antag	CHRM1 agonist	OXTR potentiator	TAAR1 antagonist
C=CCn1c(SCC(=O)Nc2sccc2C(N)=O)nc2sc(C)c(C)c2c1=O
  1	1	-15	2.3	-14	3	1	-9	8
COc1ccccc1N1CCN(C(=O)CCSCc2ccccc2F)CC1
  -3	2	7	0.5	-17	-9	-1	-4	-21
Cc1nc2oc3c(NCC4CCCO4)ncnc3c2c2c1COC(C)(C)C2 (stereo not given)
  -6	3	-6	0.5	-15	4	-6	-1	-12
O=C(CSc1nnc2c(n1)[nH]c1ccc(F)cc12)OCc1ccccc1
  -29	7	15	2.1	-13	-19	-2	-9	1
O=C(Cc1nnc(NC(=O)Nc2ccccc2F)s1)NCc1ccccc1
  2	10	9	0.4	-26	-4	0	4	33
CCc1nc2c(OCc3ccc(F)cc3)cccn2c1N(C)C(=O)C(C)C
  -15	2	-1	-0.1	/	5	-8	/	-9
